Source: PubChem BioAssay
hcDAF12 agonist: H. contortus DAF-12 activation, primary screen | 370,000 compounds, 1.4% hits | activation, % at 6.8 µM | AID 652067 | HEK293 hcDAF-12 lit1-tk-luc reporter, luminescence; 0% DMSO, 100% Δ7-dafachronic acid;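 active means activation above the mean of all tested compounds plus 3 SD, cut at about 5.5% in these data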;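 further: 100% = response to 3 µM Δ7-dafachronic acid high control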
NR1D1 modulator: modulates human Rev-erb alpha binding to DNA; P20393; Rev-erbα–FITC-DNA binding, fluorescence polarization, 90 min; activity, % at 10 µM; AID 1259318; 370,000 compounds, 0.79% hits;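 active means activity above about 14%, limit read from the data; passing the limit was not always enough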;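 further: 0% = DMSO wells with 35 nM protein and 100% = DMSO wells with 750 nM protein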
PG9 Ab binder: PG9 antibody binding by small molecule; TR-FRET gp120-PG9 antibody binding; inhibition, % at 6.7 µM; 360,000 compounds, 0.43% hits; AID 624416; in the data active means inhibition above about 8.5%
ssDAF12 agonist: activators of S. stercoralis DAF-12 nuclear receptor; activation, % at 6.8 µM; 370,000 compounds, 1% hits; HEK293 ssDAF-12/GRIP1 lit1-tk-luc reporter, luminescence; % of 3 µM dafachronic acid response;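 active means activation above the mean over all tested compounds plus 3 SD, cut at about 0.9% in these data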;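 further: 0% = DMSO-only wells and 100% = 3 µM delta7-dafachronic acid wells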
FXN GAA850 act: frataxin GAA850 promoter activation | HEK293 lucGAA850 FXN promoter luciferase reporter, 24 h; percent of 10 µM SAHA response | activation, % at 6 µM | 360,000 compounds, 0.56% hits;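 active means activation above the average of all compounds screened plus 3 SD, cutoff fixed separately per campaign, cut at about 7.5% in these data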;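 further: 0% = DMSO wells and 100% = 10 µM SAHA wells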
HGIII-sPLA2 inh: Inhibits HGIII-sPLA2 liposome hydrolysis, primary screen. 370,000 compounds, 0.56% hits. QFRET BODIPY PC-A2 liposome hydrolysis, fluorescence. inhibition, % at 12.2 µM;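 active means inhibition above mean plus 3 SD of compounds lying within the high and low control bounds, cut at about 19% in these data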;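 further: 0% = median of test compound wells and 100% = no enzyme DMSO wells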
Target sequence (Q9NZ20 whole entry, looked up): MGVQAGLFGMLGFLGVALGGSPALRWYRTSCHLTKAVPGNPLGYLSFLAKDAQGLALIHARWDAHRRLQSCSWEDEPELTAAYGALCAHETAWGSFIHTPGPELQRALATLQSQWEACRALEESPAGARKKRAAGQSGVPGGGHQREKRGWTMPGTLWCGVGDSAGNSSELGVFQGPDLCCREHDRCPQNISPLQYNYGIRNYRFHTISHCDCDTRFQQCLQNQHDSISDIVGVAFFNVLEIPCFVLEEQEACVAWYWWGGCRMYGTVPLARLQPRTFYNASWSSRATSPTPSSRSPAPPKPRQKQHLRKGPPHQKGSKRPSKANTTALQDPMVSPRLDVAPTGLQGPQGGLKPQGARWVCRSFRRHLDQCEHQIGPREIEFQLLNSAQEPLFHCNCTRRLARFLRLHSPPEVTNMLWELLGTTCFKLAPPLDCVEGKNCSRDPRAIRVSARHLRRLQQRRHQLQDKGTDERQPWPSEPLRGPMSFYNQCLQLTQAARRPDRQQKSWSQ
SMARCA2 activ: SMARCA2 function activation, primary screen | 370,000 compounds, 1% hits | MG213 cells, MMTV-luciferase reporter, dexamethasone, overnight | activation, % at 9.1 µM | AID 652017; in the data active means activation above about 7.8%;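 further: 0% = vehicle wells and 100% = reference activator wells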
DAX1 inh-1: inhibitors of DAX1 repression of SF-1 activated StAR promoter | HEK293T StAR-luciferase reporter, SF-1/DAX-1 repression relief | inhibition, % at 6.8 µM | 370,000 compounds, 1.1% hits | AID 652010;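 active means inhibition above the mean over all tested compounds plus 3 SD, cut at about 3.6% in these data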;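 further: 0% = DAX-1 cells with DMSO and 100% = cells lacking DAX-1 with DMSO; higher inhibition means more luminescence from relief of DAX-1 repression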
DAX1 inh-2: NR0B1 (DAX1) inhibition; AID 504766; inhibition, % at 6.75 µM; 340,000 compounds, 0.99% hits; HEK293 Gal4-DAX1 luciferase reporter, luminescence; P51843;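 active means inhibition above the mean over all tested compounds plus 3 SD, cut at about 4.2% in these data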;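 further: 0% = DAX1-transfected cells with DMSO and 100% = empty-vector control cells with DMSO; inhibition shows as a rise in luminescence from relieved DAX1 repression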
Target sequence (P51843 207-470 limits assumed): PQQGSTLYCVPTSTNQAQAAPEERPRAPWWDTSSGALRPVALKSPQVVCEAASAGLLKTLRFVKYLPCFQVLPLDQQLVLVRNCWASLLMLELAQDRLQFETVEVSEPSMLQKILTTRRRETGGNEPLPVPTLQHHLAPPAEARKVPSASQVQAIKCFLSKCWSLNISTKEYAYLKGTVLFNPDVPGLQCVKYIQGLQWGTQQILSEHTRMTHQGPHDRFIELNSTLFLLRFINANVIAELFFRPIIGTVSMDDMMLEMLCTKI
hgDAF-12 ag: activates the H. glycines DAF-12 receptor ligand-binding domain. HEK293 GAL4-hgDAF12 UAS-luciferase reporter, agonist luminescence; normalized to butyrate control. 370,000 compounds, 1.8% hits. activation, % at 6.8 µM;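 active means activation above a cutoff set at the mean of all screened compounds plus 3 SD, cut at about 10% in these data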;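 further: 0% = DMSO wells and 100% = sodium butyrate wells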
PLC-beta3 inh: inhibitors of human phospholipase C beta3; Q01970; Purified PLC-beta3, fluorogenic substrate, fluorescence; inhibition, % at 12.2 µM; 370,000 compounds, 0.18% hits; in the data active means inhibition above about 11%;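 further: 0% = median of compound wells on plate and 100% = full blocker control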
* marks the source's active call; other numbers are inactive results; i = inactive; nt = no result given.

cpd	SMILES	HGIII-sPLA2 inh	PLC-beta3 inh	hgDAF-12 ag	ssDAF12 agonist	FXN GAA850 act	DAX1 inh-2	NR1D1 modulator	PG9 Ab binder	hcDAF12 agonist	DAX1 inh-1	SMARCA2 activ
1	O=C(Nc1ccccc1SCC1CSc2nc3ccccc3c(=O)n21)c1ccccc1 (stereo not drawn)	-2.6	-4.8	0.7	-1.4	0.4	-1.3	-2.6	-1.0	-2.5	-0.4	2.4
2	COCCN(C(=O)COC(=O)c1ccc(Cl)s1)c1c(N)n(Cc2ccccc2)c(=O)[nH]c1=O	5.3	-8.6	1.0	-1.3	0.8	-0.1	-3.9	0.3	-2.1	0.3	0.8
3	NC(=S)N/N=C/c1ccccc1OC(=O)/C=C/c1ccccc1	-2.6	-104.9	-1.2	-1.4	1.1	0.5	4.1	0.3	-1.7	-0.3	1.4
4	COc1ccc(OC)c(C(C)NC(=O)c2ccco2)c1 (stereo not drawn)	-0.3	4.9	-2.2	-1.9	-1.9	0.7	9.5	-3.0	-0.7	-0.3	1.1
5	CC(C)(C)S(=O)N1Cc2cc(C(=O)N3CCOCC3)nc(-c3cccc(Br)c3)c2[C@@H]1CCO (stereo partly drawn)	-1.9	-24.4	-1.4	-1.4	nt	nt	-0.1	-1.3	2.4	0.1	-2.7
6	COc1ccc(C=CC(C)=NNC(=O)c2ccncc2)cc1	-0.5	-4.9	2.6	-1.5	-1.1	0.3	-1.4	-5.3	1.0	1.5	-3.6
7	Cc1nn(-c2ccccc2)c(C)c1C(=O)OCC(=O)Nc1ccccc1	-0.7	-3.9	5.5	-0.8	1.4	0.4	6.3	-1.6	0.8	-0.4	6.1
8	Cc1ccc(S(=O)(=O)N(C)C[C@@H]2Oc3ncc(C#CCC(C)C)cc3C(=O)N([C@H](C)CO)C[C@H]2C)cc1	-20.3	1.9	1.7	-0.8	-0.4	0.9	-4.6	-0.6	-2.6	0.2	-3.2
9	CC(C)NS(=O)(=O)c1ccc(CCC(=O)NCc2ccco2)cc1	-1.5	1.6	-2.2	-1.1	0.3	0.2	-2.3	-0.3	-1.4	-0.2	-2.0
10	CNC(=O)c1ccccc1Sc1cccc2cccc(C(=O)O)c12	7.3	-2.6	1.7	-1.1	1.7	0.9	0.7	0.8	2.2	-0.4	-0.4
11	COc1ccccc1N=C1SC(C(=O)Nc2cccc(Cl)c2Cl)C(N)=C1C(N)=O (stereo not drawn)	4.4	-10.0	-3.6	-1.1	-5.3	0.1	-1.0	0.4	-0.3	1.2	-1.4
12	O=c1[nH]c2ccc(Cl)cc2c(-c2ccccc2)c1SC(=S)N1CCOCC1	-29.4	2.3	2.2	-1.4	4.4	-0.9	0.5	0.3	-1.3	-0.5	0.8
13	CCNC(=O)/C(C#N)=C/c1c(N2CCN(c3cccc(Cl)c3)CC2)nc2c(C)cccn2c1=O	1.6	-25.9	-1.8	-0.7	-0.2	-1.1	-0.8	1.0	1.1	-0.2	-1.5
14	Cc1cccn2c(=O)c(C(=O)NC3CCCCC3)c(O)nc12	-1.2	-16.5	0.1	-1.2	-1.9	0.4	0.6	-0.9	-1.0	-0.2	-0.2
15	COc1ccc(CCn2c(NCCCN3CCOCC3)nc3c2c(=O)[nH]c(=O)n3C)cc1	2.5	-1.3	0.7	-0.8	-1.0	-0.9	4.5	-1.6	0.1	-0.2	-2.4
16	COc1cccc(-c2cc(C(=O)NCc3ccco3)c3ccccc3n2)c1	-9.1	-49.2	-1.7	-1.9	2.0	-0.8	-2.8	-1.7	0.6	-1.2	0.3
17	Cc1nnc(SC(C)C(=O)NC2CCCCC2C)s1 (stereo not drawn)	-4.6	-0.2	0.7	-1.6	2.5	-1.2	3.0	-1.5	-0.6	-0.7	0.8
18	COCCN(C(=O)c1ccccc1OC1CCN(S(C)(=O)=O)CC1)C(C)C	-0.2	-3.3	-3.6	-1.5	2.3	-0.5	7.3	-1.2	-0.5	-0.4	8.1*
19	Cn1c(=O)c2cc(S(=O)(=O)NCCC(=O)NCCc3ccc(Cl)cc3)ccc2n(C)c1=O	-5.0	2.4	-2.1	-1.9	1.9	-0.4	-5.5	-1.4	-1.9	-0.6	-1.3
20	Cc1cc(C)c2nc(N3CCC(C(=O)NCCN4CCOCC4)CC3)sc2c1	-2.1	-5.8	1.8	-0.8	-2.9	0.9	-3.3	-2.6	1.4	0.2	-1.8
21	O=C(COC(=O)c1cnc(Cl)c(Cl)c1)NCc1ccc2c(c1)OCO2	-5.2	1.9	1.0	-1.4	1.7	-0.4	7.4	1.7	-0.9	0.4	4.2
22	O=C(O)C1=CC[C@@H](c2ccc(Cl)cc2)N(S(=O)(=O)c2ccc(Cl)cc2)[C@H]1c1cccc(Cl)c1	-2.2	-6.2	0.7	-1.5	-0.8	0.6	2.1	0.3	0.3	0.4	1.3
23	CCn1cnc2cc(NCc3ccc(Br)cc3)ccc21	-4.2	-58.5	2.9	-0.7	nt	nt	-2.4	-4.4	4.8	2.0	1.1
24	C[C@@H](NC(=O)c1nc[nH]c1C(=O)N1CCN(C(=O)OC(C)(C)C)CC1)c1ccccc1	-5.7	0.8	1.3	-1.5	-2.7	-0.7	-4.3	-1.2	-2.5	-0.6	-0.3
25	CCNC(=S)N/N=C/c1ccc(OCCOc2ccccc2C)cc1	1.4	-1.8	1.9	-1.4	0.1	-0.5	3.3	1.1	-0.8	-1.4	-0.5
26	COC(=O)[C@@H](NC(=O)NCc1ccccc1Cl)C(C)C	-5.3	-27.6	-0.3	-1.1	-1.1	-0.5	-1.3	0.6	-1.4	0.3	0.3
27	COc1nc(-c2ccccc2)ccc1-c1noc(-c2cccs2)n1	5.4	-13.1	2.1	-0.1	3.2	3.0	59.0*	1.6	0.4	0.6	2.2
28	Cc1cc(N2C(=O)c3ccc(C(=O)Nc4ccc(CC(=O)O)cc4)cc3C2=O)no1	0.7	-6.5	-0.9	-1.1	1.7	1.5	4.6	-0.7	0.4	1.6	-0.2
29	CC1CC(O)(Cc2ccccc2)C(C)CN1C (stereo not drawn)	5.0	-0.2	-0.9	-1.1	-2.8	0.4	4.5	-1.0	0.0	0.4	-0.8
30	Cc1cnc(C(=O)OCC(=O)NCc2ccc3c(c2)OCO3)cn1	3.8	11.5*	1.6	-1.1	-1.8	2.4	1.1	-1.3	0.4	0.7	0.4
31	Cc1cc(=O)oc2cc(NC(=O)C(C)Oc3cccc(Cl)c3)ccc12 (stereo not drawn)	-4.7	-47.7	5.0	0.4	0.7	2.9	13.1	10.0*	2.7	1.3	-1.9
32	O=C(O)CN=C(NS(=O)(=O)c1ccccc1)c1ccccc1	0.7	0.0	1.0	-1.6	1.6	-0.7	6.4	-0.4	0.5	0.3	-2.5
33	Cc1cc(C(=O)Nc2cccc3ccccc23)n(-c2ccccc2)n1	-7.6	-1.2	-0.2	0.0	-0.2	-0.5	-0.2	-0.8	4.9	-0.7	-0.5
34	O=C(COc1ccc2ccc(=O)oc2c1)Nc1cccc(S(=O)(=O)N2CCCCC2)c1	-8.2	-12.0	-0.7	-0.9	-0.3	-1.3	0.2	-0.1	-2.3	-1.6	1.7
35	COc1ccc(C)cc1S(=O)(=O)N1CCN(Cc2ccccc2)CC1	-6.5	0.6	-2.8	-1.2	-0.9	-1.8	-9.4	-1.0	-2.6	0.4	-0.3
36	C/C(=N\S(=O)(=O)c1ccc(C)cc1)N1CCN(S(=O)(=O)c2ccccc2)C1C(C)C (stereo not drawn)	-20.2	0.6	0.5	-1.1	1.8	-0.5	-1.4	0.2	0.4	0.5	-1.6
37	CCN1CCN(Cc2c(O)ccc3c2O/C(=C\c2ccc(C)cc2)C3=O)CC1	-29.4	i	-4.2	-1.4	0.6	0.9	-0.6	-4.4	0.9	-0.4	-0.8
38	Cc1ccc(CCNC(=O)CN(c2cc(C)cc(C)c2)S(=O)(=O)c2c(C)noc2C)cc1	9.7	-1.4	-0.5	-0.8	0.8	-0.7	0.9	-1.2	-1.3	0.4	-4.3
39	O=C(COC(=O)c1ccccc1)Nc1cc(Cl)ccc1Oc1ccccc1	-6.5	-2.8	-2.2	-1.5	-0.3	-0.1	0.3	-2.5	-1.7	0.3	-3.6
40	O=[N+]([O-])c1ccc(-c2cn3nc(-c4ccccc4)c(-c4ccccc4)nc3n2)cc1	2.2	-18.5	1.5	-1.7	2.0	nt	0.4	-0.1	0.2	0.1	1.7
41	CCN(CCO)C(=S)Nc1cc(C(=O)OC)ccc1C(=O)OC	0.8	-175.4	1.7	-1.2	-2.4	-0.2	2.0	-0.6	0.1	0.3	-2.8
42	Cc1cccn2c(=O)c3cc(C(=O)NC4CCCC4)c(=N)n(Cc4ccc(F)cc4)c3nc12	7.6	-220.2	1.2	-1.0	-0.4	0.8	-3.2	0.6	3.1	0.6	-3.2
43	O=C(O)c1cc(=O)c2ccccc2[nH]1	1.2	2.2	4.6	1.5*	3.1	3.3	0.2	0.7	6.4*	0.4	0.7
44	Cc1cccc(/C(N)=N/OC(=O)Cc2ccccc2)c1	-4.0	0.2	5.0	-0.7	3.6	1.5	-2.1	-2.7	0.8	0.7	4.1
45	CC1CC(C)CN(CCCNC(=O)c2ccc(CS(=O)(=O)Cc3cccc(Cl)c3)o2)C1 (stereo not drawn)	-5.2	-2.1	-2.7	-1.4	1.9	-0.6	-4.0	-1.9	-0.5	-0.4	0.3
46	CC(=O)N1CCN(S(=O)(=O)c2ccc(S(=O)(=O)NC3CCCCC3)cc2)CC1	-4.5	-2.3	-0.5	-0.8	2.2	0.7	0.2	-3.5	-1.0	0.3	5.0
47	Cc1ccccc1NS(=O)(=O)c1cc(C(=O)NCc2ccco2)ccc1C	-9.3	2.7	-0.2	-1.5	-1.4	0.7	-4.0	-1.0	0.2	0.5	-5.3
48	O=C(CSc1nc2[nH]ncc2c(=O)[nH]1)Nc1ccc(Cl)cc1	-6.3	7.2	-0.8	-1.1	0.3	-2.1	-5.8	0.3	0.3	-1.0	-1.9
49	COc1cc(C(=O)N2CCc3ccccc32)ccc1OCc1c(C)noc1C	-6.4	-9.1	-1.3	-0.9	-0.2	-1.3	0.1	-0.8	1.1	-1.8	-2.8
50	Cn1c(=O)n(CC(N)=O)c(=O)c2c1nc(Br)n2Cc1ccccc1	-1.0	-6.2	-0.7	-0.5	-0.1	0.9	6.6	-0.4	-0.7	-0.6	-2.1
51	CCOC(=O)CN1CC23C=CC(O2)C(C(=O)Nc2ccc(C(C)=O)cc2)C3C1=O (stereo not drawn)	0.0	-1.6	-2.1	-1.4	-2.1	2.0	5.2	8.4	-2.4	1.8	0.2
52	Cc1cccn2c(=O)c3cc(C(=O)NC(C)C)c(=N)n(Cc4ccncc4)c3nc12	10.2	i	-1.6	-0.9	1.3	1.2	0.2	1.8	-0.2	0.4	1.7
53	Cc1cc(=O)[nH]c(SCC(=O)Nc2ccc(Br)cn2)n1	1.4	6.0	2.8	-1.0	-2.8	0.1	6.3	-2.4	-2.8	-0.4	0.3
